miR-122 sensor – miR-122 inhibition in Huh7 cells | Huh7 miR-122 Renilla luciferase sensor, 48 h; neutral wells = 0, positive control = 100 | activation (reporter increase), % at 12.5 µM | actives 0.3% (n = 340,000);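 active means mean replicate activation score at least 90 and every replicate individually at or above 90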;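 further: higher luciferase means less miR-122 activity so hits act as miR-122 inhibitors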
LGR2 antag – inhibitors of bursicon-induced Drosophila LGR2 receptor cAMP signaling; AID 720647; actives 0.35% (n = 380,000); inhibition, % at 9.99 µM; HEK293 LGR2, CRE-luciferase, bursicon-stimulated, 4 h;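 active means drop in luminescence signal, shown as inhibition above about 50% in the replicate tests, limit read from the data, passing the limit was not always enough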;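 further: agonist challenge used bursicon conditioned medium at about half maximal strength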
PAX8 reporter – PAX8 transcriptional activity inhibition; RMG-I TPO-luciferase reporter, SteadyGlo, 24 h; inhibition, % at 12.6 µM; actives 1.2% (n = 360,000); AID 652154;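 active means mean replicate inhibition at least 60% with every replicate also reaching 60%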;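 further: luciferase light reporting Pax8 driven TPO promoter activity; plate controls were median of neutral control wells for no effect and mitoxantrone controls for full effect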
Cneo AK release – causes C. neoformans cell lysis | adenylate kinase release luminescence, 4 h; normalised: neutral wells 0, clomiphene wells 100 | lysis activity, % at 15 µM | actives 0.2% (n = 360,000);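 active means mean lysis activity across replicates of at least 80%, whatever share of replicates individually reach that level; inactive means mean lysis activity below 80%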
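read-out = cell lysis signal | test system = log-phase Cryptococcus neoformans yeast cells | input = cells at 5 × 10^6 per mL | medium = fresh YPD growth medium | signal = luminescent adenylate kinase detection reagent | timing = 4 h at 37 °C static, read 1 h later | dosing = single dose | controls = Clomiphene as positive lysis control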
EWS-Fli inh – EWS/Fli transcriptional activity inhibition; actives 0.67% (n = 350,000); A673 NR0B1-luciferase reporter, viability-normalised; inhibition, % at 12.6 µM; AID 651661;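 active means mean inhibition of at least 50% after viability correction, with every replicate also passing that limit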;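 further: firefly luciferase signal divided by Alamar Blue viability fluorescence both relative to DMSO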
FN deposition inh – fibronectin deposition inhibition; AH1F fibroblasts, Alexa488-fibronectin deposition fluorescence, overnight; actives 0.086% (n = 350,000); inhibition, % at 12.6 µM;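 active means mean inhibition across replicates of 30% or more, regardless of how many single replicates reach that level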;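 further: positive control wells lacked labelled fibronectin entirely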
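Material: AH1F fibroblast monolayer depositing Alexa488-labelled fibronectin into matrix | Input: 10000 AH1F cells/well | Medium: DMEM plus 2% serum, read in PBS | Reagent: Alexa488-fibronectin, 24 nM final in well | Compound dosing: One dose per compound, pinned | Schedule: 1 h adhesion, overnight exposure | Measured by: Fluorescence at 485 nm excitation, 525 nm emission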
PGC1a acetyl inh – modulators of PGC1a acetylation. U2OS PGC1a acetylation, AlphaScreen anti-acetyl-lysine; with virally co-expressed GCN5 acetyltransferase. inhibition, % at 15.6 µM. actives 0.17% (n = 350,000). AID 651687;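 active means every replicate shows inhibition of at least 40%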;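 further: 0% = neutral control wells and 100% = positive control wells; some results beyond the cut were filed as inactive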
Casp6 inh – caspase-6 (human) enzyme inhibition; purified caspase-6, Z-VEID-R110 cleavage fluorescence; AID 686996; actives 0.53% (n = 350,000); inhibition, % at 12.5 µM;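 active means mean inhibition across replicates at least about 35%, with every replicate also reaching that limit, limit read from the data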;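 further: 0% = median of neutral control wells and 100% = no fluorescence left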
Target sequence (P55212 24-179 limits assumed): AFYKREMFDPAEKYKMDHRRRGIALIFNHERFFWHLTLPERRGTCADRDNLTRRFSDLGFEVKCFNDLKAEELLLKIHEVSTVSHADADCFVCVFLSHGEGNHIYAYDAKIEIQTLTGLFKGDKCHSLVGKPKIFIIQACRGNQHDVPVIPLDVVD
Target sequence (P55212 194-293 limits assumed): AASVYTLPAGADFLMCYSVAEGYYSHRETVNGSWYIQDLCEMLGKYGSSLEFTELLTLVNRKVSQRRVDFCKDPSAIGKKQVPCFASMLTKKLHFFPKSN
Starred values were filed as active, the others as inactive; / = not tested or not shown; [ ] = another dose, or the depositor's remark.

SMILES	miR-122 sensor	LGR2 antag	PAX8 reporter	Cneo AK release	EWS-Fli inh	FN deposition inh	PGC1a acetyl inh	Casp6 inh
O=C(COC(=O)C1CCC1)Nc1ccc(Oc2ccccc2)cc1	0	/	-6	-1	/	-7	2	/
C[C@H](CO)N1C[C@H](C)[C@H](CN(C)C(=O)Nc2ccc(C(F)(F)F)cc2)Oc2c(NC(=O)Nc3ccccc3)cccc2C1=O	-6[16.7 µM]	-24	/	-4	-4	/	7	0
CCCCN(C)CCCNC(=O)/C=C1\Sc2ccccc2NC1=O	-5	-1	-14	-1	-1	0	3	-17
COc1ccccc1CNC(=O)C1CCN(S(=O)(=O)c2ccc3c(c2)CC(C)N3C(=O)C2CC2)CC1 (configuration not stated)	-1	-7	-11	3	-2	-34	-7	0
C[C@@H]1CN([C@@H](C)CO)C(=O)c2cc(-c3ccc(C#N)cc3)cnc2O[C@@H]1CN(C)C(=O)c1ccccc1	-1[16.7 µM]	-15	/	-4	5	-6	3	4
Cc1cc2nsnc2c(S(=O)(=O)N2CCN(C)CC2)c1C	/	8	4	0	-3	2	/	-2
O=C(CSCC(=O)NCc1ccco1)NCc1ccco1	1	6	/	0	-8	/	/	5
Cc1cnc(=O)[nH]c1SCc1cccc(C(F)(F)F)c1	/	25	7	32	2	5	/	/
COc1ccc(NC(=O)Cc2nnc(SCC(=O)NC3=NCCS3)n2C)cc1	/	15	-5	0	0	1	/	0
O=C(C[C@@H]1CC[C@H]2[C@@H](COC[C@@H](O)CN2CCc2ccccc2)O1)NCc1ccc(F)cc1	-1[16.7 µM]	13	4	0	-4	2	-8	0
O=C(NCC1CCCO1)c1ccc(Cl)c(S(=O)(=O)N2CCOCC2)c1 (configuration not stated)	/	8	-5	0	0	5	/	-1
CCCn1c(SCc2nc3ccccc3s2)n[nH]c1=O	14	-50	-80	/	-59	4	3	-1
Cc1cc(C)cc(C(=O)NC(CC(N)=O)c2ccc(N3CCC(Br)CC3)c([N+](=O)[O-])c2)c1 (configuration not stated)	1	/	1	-1	-3	-9	6	-1
CC(C)(C)c1ccc(C(=O)CC(Sc2ccc(Cl)cc2)C(=O)O)cc1 (configuration not stated)	/	46	6	/	5	2	/	15
COc1cc(/C=C2\SC(=O)N(CCNC(=O)c3sc4cc(F)ccc4c3Cl)C2=O)cc(OC)c1OC	-6	-1	24	0	14	-2	-2	-1
COc1cccc(CNc2nc3cc(-c4cnn(Cc5ccccc5)c4)sc3c(=O)n2C)c1	5	/	6	0	14	-7	-4	1
COc1cccc(C(=O)Nc2ccc3c(c2)C(=O)N(C)C[C@H](OC)[C@@H](C)CN[C@H](C)CO3)c1	/	24	/	0	-6	5	-3	-3
COc1ccc(/C=C/C(=O)NCCNC(=O)c2ccccc2)cc1OC	3	-8	-23	0	2	-1	-10	1
COc1cc(/C=N/NC(=O)Cc2nnc(NC(=O)c3ccccc3)s2)ccc1O	-21	-13	9	3	-4	-5	9	4
COC(=O)C1=C(C)N(Cc2ccc(C(F)(F)F)cc2)C(=NCc2ccccc2)NC1c1ccc(Cl)cc1 (configuration not stated)	/	16	45	/	34	-3	/	13
Cc1ccc(S(=O)(=O)Nc2ccc3c(c2)C(=O)N([C@@H](C)CO)C[C@H](C)[C@@H](CN(C)C)OCCCC[C@H](C)O3)cc1	-2[16.7 µM]	-11	-12	5	1	5	3	1
CO[C@@H]1CN(C)C(=O)c2ccc(NC(=O)c3ccno3)cc2OC[C@@H](C)N(S(C)(=O)=O)C[C@H]1C	/	14	/	/	-2	-10	-9	1
CCCC(=O)Nc1ccccc1NC(=O)c1ccc(OCC)cc1	0	8	-4	/	4	-8	-4	-1
CC(NS(=O)(=O)c1ccc(NC(=O)N2CCCCC2)cc1)c1ccccc1 (configuration not stated)	/	-4	8	0	5	-5	0	5
OC(c1cccnc1)c1nc(/C=C/c2ccc(C(F)(F)F)cc2)cs1 (configuration not stated)	2	-16	5	-3	-30	9	13	1

Five of the compounds above, with values under each structure.
Values run as follows: miR-122 sensor	LGR2 antag	PAX8 reporter	Cneo AK release	EWS-Fli inh	FN deposition inh	PGC1a acetyl inh	Casp6 inh
- Cc1cnc(=O)[nH]c1SCc1cccc(C(F)(F)F)c1
  /	25	7	32	2	5	/	/
- COc1ccc(NC(=O)Cc2nnc(SCC(=O)NC3=NCCS3)n2C)cc1
  /	15	-5	0	0	1	/	0
- O=C(C[C@@H]1CC[C@H]2[C@@H](COC[C@@H](O)CN2CCc2ccccc2)O1)NCc1ccc(F)cc1
  -1[16.7 µM]	13	4	0	-4	2	-8	0
- O=C(NCC1CCCO1)c1ccc(Cl)c(S(=O)(=O)N2CCOCC2)c1 (configuration not stated)
  /	8	-5	0	0	5	/	-1
- CCCn1c(SCc2nc3ccccc3s2)n[nH]c1=O
  14	-50	-80	/	-59	4	3	-1

Continued.
SMILES	miR-122 sensor	LGR2 antag	PAX8 reporter	Cneo AK release	EWS-Fli inh	FN deposition inh	PGC1a acetyl inh	Casp6 inh
N=c1c2c(n(Cc3ccc([N+](=O)[O-])cc3)c3c1CCC3)CCCC2	/	-5	54	/	33	-5	-1	4
CSc1nc(-c2ccco2)nn1C(=O)c1ccc(C)cc1	-4	-6	-5	-1	0	9	2	0
O=C(Nc1ccccc1)Nc1nc2ccccc2s1	2	-4	-97	-7	-64	4	7	0
CCCCCCCCN1C(=O)[C@H](CC(=O)NCc2cccs2)C[C@@]2(C(=O)OCC)CCCC=C12	/	23	27	/	13	5	/	3
COc1cccc(CNC(=O)C[C@H]2CC[C@H]3[C@@H](COc4ccc(NS(=O)(=O)c5ccccc5F)cc4C(=O)N3C)O2)c1	0[16.7 µM]	-31	20	2	-3	11	-3	0
Cc1ccc(S(=O)(=O)N[C@H]2CC[C@@H](CCn3cc(C4CCCCC4)nn3)O[C@@H]2CO)cc1	/	1	13	-3	9	-4	6	-1
Cc1nc(SCC(=O)Nc2cc(Cl)ccc2[N+](=O)[O-])nc(C)c1C	-2	6	16	-2	/	0	/	/
CNc1ccccc1C(=O)OCC(=O)N1CCc2ccccc2C1	-11	-3	-26	0	-3	12	9	0
COCC(=O)Nc1ccc2c(c1)C(=O)N(C)C[C@@H](OC)[C@@H](C)CN(C(=O)Cc1cccnc1)[C@@H](C)CO2	/	-1	/	-4	-24	-1	0	-2
N#C[C@@H]1[C@@H](c2ccc(C3=CCCCC3)cc2)[C@@H](CO)N1C(=O)c1ccccn1	/	3	2	34	-9	1	-4	1
COc1ccccc1C(=O)Nc1ccc2c(c1)C(=O)N(C)C[C@H](OC)[C@@H](C)CN(CC1CC1)[C@@H](C)CO2	/	3	0	96*	-10	-7	-7	0
CN1CCN(S(=O)(=O)c2ccc(N(C)Cc3ccc(OC(F)F)cc3)c([N+](=O)[O-])c2)CC1	-16	-20	2	/	11	4	0	-1
CC1CN(C(=O)CCC(=O)NCc2ccc(F)cc2)c2ccccc2S1 (configuration not stated)	8	10	8	0	-1	4	1	-1
COc1ccc(N2CCN(CNC(=O)c3ccccc3)CC2)cc1	-4	7	3	0	1	1	-6	-2
CN(C(=O)c1ccc2c(c1)OCO2)C1(C(=O)NC2CCCCC2)CCCCC1	13	/	6	1	/	-9	-5	/
CC1(C)CCC[C@]2(C)[C@H]3CC(=O)O[C@]3(C)CC[C@@H]12	-1	-6	6	6	2	1	-23	0
O=C(CSc1ccccc1)Nc1ccc(S(=O)(=O)Nc2ncccn2)cc1	-4	-6	-3	-2	16	0	16	1
COc1ccc(NC(=S)N(CCN2CCOCC2)C2CCN(C(C)=O)CC2)cc1Cl	-4	-20	4	3	0	-4	-1	2
COc1cc(C2NC(=S)NC(c3ccccc3)=C2C(C)=O)cc(Br)c1OCC(N)=O (configuration not stated)	/	22	8	/	7	-8	/	8
COC(=O)c1cc2c(c3c4cc(F)ccc4n(S(=O)(=O)c4ccc(C)cc4)c13)C(=O)N(Cc1ccc(C(F)(F)F)cc1)C2	/	-10	-14	/	8	9	/	-1
Cc1ccc(S(=O)(=O)Nc2ccc3c(c2)CC(=O)N([C@H](C)CO)C[C@@H](C)[C@@H](CN(C)C(=O)Nc2ccc(C(F)(F)F)cc2)O3)cc1	75[16.7 µM]	6	19	-68	2	/	-9	-2
COc1ccc(NC(=O)CN2C(=O)COc3ccc(S(=O)(=O)N4CCCCC4)cc32)cc1OC	6	-22	11	2	/	6	-7	6
Cc1cc(C)c2nc(C)cc(Nc3ccc(C(=O)N4CCOCC4)cc3)c2c1	1	3	0	/	0	1	-5	2
Cc1cc(C)cc(C(=O)N(CCc2ccccc2)C2CC3CCC(C2)N3C)c1 (configuration not stated)	-9	-1	3	0	22	2	-17	-11
O=C([C@H]1[C@H](CO)[C@H]2Cn3c(ccc(-c4ccccc4F)c3=O)[C@@H]1N2C(=O)C1CCC1)N1CCOCC1	-4[16.7 µM]	-1	/	-6	3	/	/	1
Other results
SMILES	miR-122 sensor	LGR2 antag	PAX8 reporter	Cneo AK release	EWS-Fli inh	FN deposition inh	PGC1a acetyl inh	Casp6 inh
CC1C(=O)N2CCCc3cc(S(=O)(=O)N4CCN(c5cccc(Cl)c5)CC4)cc1c32 (configuration not stated)	-2	0	1	0	15	-9	-28	2
CCCN1C[C@@H](C)[C@H](OC)CN(C)C(=O)c2ccc(NC(=O)c3cccc(OC)c3)cc2OC[C@@H]1C	/	3	/	/	-3	-11	3	4
Cc1ccccc1NS(=O)(=O)c1ccc2c(c1)CCC(=O)N2	3	2	5	-1	-15	9	-18	1
COc1cccc(-c2ccc3c(c2)[C@@H]2[C@@H](CCN2S(=O)(=O)c2ccccc2C)[C@H](CO)N3)c1	-1[16.7 µM]	-12	20	54	-5	-1	6	-4
O=C(Nc1ncccc1O)c1ccc(S(=O)(=O)Nc2ccccc2)cc1	/	-4	53	0	33	-13	/	2
CS(=O)(=O)Nc1ccc2c(c1)[C@@H]1C[C@H](CC(=O)NCc3ccc(-c4ccccc4)cc3)O[C@H](CO)[C@@H]1O2	-1[16.7 µM]	4	5	4	2	-12	-3	/
Brc1ccc(OCc2nc3ccccc3[nH]2)cc1	/	-53	-207	-19	-135	-1	3	7
COc1cc(C(=O)N2CCN(S(=O)(=O)c3ccc(F)cc3)CC2)cc(OC)c1OC	9	/	-6	0	/	7	/	/
O=C(/C=C\NCC(=O)c1ccccc1)c1ccc(F)cc1	-4	-39	/	/	-19	/	5	1
CCOC(=O)c1cc(NC(=O)c2ccccc2)c(=O)oc1C(F)(F)F	/	7	10	/	-19	/	/	1
O=C(c1ccc2c(=O)n3c(nc2c1)CCCCC3)N1CCN(c2ccccc2)CC1	7	1	-7	6	-2	-16	5	0
Cn1c(=O)c2c(nc(NN=C3CCCC3)n2C)n(C)c1=O	/	4	8	/	-6	-1	-2	1
Cc1ccc(N2CCN(C(=O)c3ccccc3)CC2)c(C)c1	-6	19	/	0	-2	/	-5	5
C[C@@H]1CCCCO[C@@H](CN(C)C(=O)CCC(F)(F)F)[C@H](C)CN([C@H](C)CO)C(=O)c2cc(NS(=O)(=O)c3cn(C)cn3)ccc2O1	-1[16.7 µM]	3	-8	-2	-7	/	1	-5
CNc1ccc(-c2cccc(C(=O)N3CCOCC3)c2)cn1	-4	-13	-16	1	-4	2	1	/
C/C(=C\C(=O)c1ccc(C)cc1)NCc1ccc(F)cc1	-3	/	-26	0	/	4	7	/
CCC(CO)Oc1cc(NCc2ccc(O)cc2)c2ncn(C(C)C)c2c1 (configuration not stated)	/	7	8	-4	8	-8	/	21
C[C@H](CO)N1C[C@H](C)[C@H](CN(C)Cc2ccncc2)Oc2ccc(NC(=O)Nc3cccc4ccccc34)cc2C1=O	1[16.7 µM]	-1	13	6	/	/	-7	5
